DAX1 inh-1: DAX1 (NR0B1) inhibitors, primary screen, cell-based, HEK293, Gal4-DAX1, luciferase luminescence | Nuclear receptor subfamily 0 group B member 1 (Homo sapiens), P51843 | HEK293 Gal4-DAX1 luciferase reporter | inhibition, % at 6.75 µM | hit rate 0.99% among 340,000 | AID 504766, 2011;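 active means inhibition above the mean over all tested compounds plus 3 SD, cut at about 4.2% in these data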;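 further: 0% = DAX1-transfected cells with DMSO and 100% = empty-vector control cells with DMSO; inhibition shows as a rise in luminescence from relieved DAX1 repression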
Target sequence (P51843 207-470 limits assumed): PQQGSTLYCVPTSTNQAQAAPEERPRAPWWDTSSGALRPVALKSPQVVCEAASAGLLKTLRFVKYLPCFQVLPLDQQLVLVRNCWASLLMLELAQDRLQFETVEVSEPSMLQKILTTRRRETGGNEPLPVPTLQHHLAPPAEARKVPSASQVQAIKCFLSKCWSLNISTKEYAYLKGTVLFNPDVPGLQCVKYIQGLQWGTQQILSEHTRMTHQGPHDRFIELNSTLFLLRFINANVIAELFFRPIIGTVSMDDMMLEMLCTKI
ssDAF-12 act: S. stercoralis DAF-12 nuclear receptor activators, primary screen, cell-based, luminescence, HEK293, GRIP1 co-expression, lit1-tk-luc. hit rate 1% among 370,000. activation, % at 6.8 µM. AID 652126, 2013. HEK293 ssDAF-12/GRIP1 lit1-tk-luc reporter; % of 3 µM dafachronic acid response. Nuclear hormone receptor DAF-12 (Strongyloides stercoralis);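 active means activation above the mean over all tested compounds plus 3 SD, cut at about 0.9% in these data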;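 further: 0% = DMSO-only wells and 100% = 3 µM delta7-dafachronic acid wells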
DAX1 inh-2: DAX1 (NR0B1) inhibitors on StAR promoter, primary screen, cell-based, luminescence, SF-1 (NR5A1), full-length DAX-1; HEK293T StAR-luciferase reporter, SF-1/DAX-1 repression relief; AID 652010, 2013; hit rate 1.1% among 370,000; inhibition, % at 6.8 µM;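 active means inhibition above the mean over all tested compounds plus 3 SD, cut at about 3.6% in these data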;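 further: 0% = DAX-1 cells with DMSO and 100% = cells lacking DAX-1 with DMSO; higher inhibition means more luminescence from relief of DAX-1 repression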
GC-A act: GC-A stimulated cGMP production enhancers – HEK293 GC-A cells, cGMP TR-FRET, EC30 ANP, primary screen; Atrial natriuretic peptide receptor 1 (Homo sapiens), P16066; 0% at EC30 ANP, 100% saturating ANP; activation, % at 10 µM; hit rate 0.14% among 370,000; AID 1671463, 2021; in the data active means activation above about 40%
sPLA2-III inh: human group III sPLA2 inhibitors, primary screen, biochemical, QFRET, BODIPY PC-A2 liposome substrate | hit rate 0.56% among 370,000 | QFRET BODIPY PC-A2 liposome hydrolysis, fluorescence | inhibition, % at 12.2 µM;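 active means inhibition above mean plus 3 SD of compounds lying within the high and low control bounds, cut at about 19% in these data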;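 further: 0% = median of test compound wells and 100% = no enzyme DMSO wells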
hgDAF12 agonist: H. glycines DAF-12 receptor agonists, primary screen, cell-based, luminescence, HEK293, GAL4 fusion, UAS-luciferase. Nuclear hormone receptor DAF-12 (Heterodera glycines), GAL4 fusion. HEK293 GAL4-hgDAF12 UAS-luciferase reporter, agonist luminescence; normalized to butyrate control. activation, % at 6.8 µM. hit rate 1.8% among 370,000. AID 687014, 2013;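 active means activation above a cutoff set at the mean of all screened compounds plus 3 SD, cut at about 10% in these data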;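 further: 0% = DMSO wells and 100% = sodium butyrate wells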
hcDAF12 agonist: H. contortus DAF-12 nuclear receptor activators, primary screen, cell-based, luminescence, HEK293, lit1-tk-luc reporter; hit rate 1.4% among 370,000; AID 652067, 2013; activation, % at 6.8 µM; HEK293 hcDAF-12 lit1-tk-luc reporter; 0% DMSO, 100% Δ7-dafachronic acid;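 active means activation above the mean of all tested compounds plus 3 SD, cut at about 5.5% in these data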;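 further: 100% = response to 3 µM Δ7-dafachronic acid high control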
NPR2 activator: human GC-B receptor activators, primary screen, HEK293 GC-B cells, cGMP TR-FRET, EC30 CNP; activation, % at 10 µM; 0% at EC30 CNP, 100% saturating CNP; Atrial natriuretic peptide receptor 2 (Homo sapiens), P20594; AID 1920062, 2024; hit rate 0.11% among 370,000;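 active means activation at 10 µM reaching about 35% in either raw or pattern-adjusted values, limit read from the data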
ADAM10 inh: human ADAM10 inhibitors, primary screen, biochemical, QFRET, HTS; Disintegrin and metalloproteinase domain-containing protein 10 (Homo sapiens), O14672; hit rate 0.62% among 370,000; AID 720582, 2013; recombinant ADAM10, EDANS/DABCYL FRET peptide cleavage, 3 h; inhibition, % at 7 µM;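 active means inhibition above a per-campaign cutoff equal to the mean of compounds falling between control-based bounds plus 3 SD, cut at about 20% in these data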;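 further: 0% = DMSO wells while the 100% control is not disclosed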
Target sequence (O14672 214-748 limits assumed): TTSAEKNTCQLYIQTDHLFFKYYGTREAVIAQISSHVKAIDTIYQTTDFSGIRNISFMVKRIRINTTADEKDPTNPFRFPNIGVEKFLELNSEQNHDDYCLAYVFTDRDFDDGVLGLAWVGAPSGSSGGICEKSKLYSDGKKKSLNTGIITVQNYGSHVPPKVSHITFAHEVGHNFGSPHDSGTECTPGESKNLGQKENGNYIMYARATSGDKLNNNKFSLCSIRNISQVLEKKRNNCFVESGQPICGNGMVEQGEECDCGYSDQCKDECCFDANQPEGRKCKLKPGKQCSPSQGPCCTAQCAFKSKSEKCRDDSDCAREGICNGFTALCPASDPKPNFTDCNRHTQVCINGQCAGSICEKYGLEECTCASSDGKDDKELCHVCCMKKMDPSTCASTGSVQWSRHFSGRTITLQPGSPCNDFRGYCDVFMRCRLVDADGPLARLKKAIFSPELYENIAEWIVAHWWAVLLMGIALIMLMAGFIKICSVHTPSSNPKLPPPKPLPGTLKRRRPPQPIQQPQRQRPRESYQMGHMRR
SMARCA2 act: SMARCA2 (BRM) function activators, primary screen, cell-based, luminescence, high throughput | MG213 cells, MMTV-luciferase reporter, dexamethasone, overnight | activation, % at 9.1 µM | hit rate 1% among 370,000; in the data active means activation above about 7.8%;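 further: 0% = vehicle wells and 100% = reference activator wells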
GAA850 FXN act: FXN promoter activators, primary screen, cell-based, luciferase luminescence, HEK293 lucGAA850. HEK293 lucGAA850 FXN promoter luciferase reporter, 24 h; percent of 10 µM SAHA response. activation, % at 6 µM. hit rate 0.56% among 360,000. AID 540364, 2011;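 active means activation above the average of all compounds screened plus 3 SD, cutoff fixed separately per campaign, cut at about 7.5% in these data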;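 further: 0% = DMSO wells and 100% = 10 µM SAHA wells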
Numbers without * were called inactive; i = inactive; nt = not tested or not shown.

molecule,hgDAF12 agonist,ADAM10 inh,NPR2 activator,hcDAF12 agonist,DAX1 inh-1,GC-A act,DAX1 inh-2,SMARCA2 act,GAA850 FXN act,sPLA2-III inh,ssDAF-12 act
COc1cc2nc(CN(C)Cc3ccc(OC)c(OC)c3OC)[nH]c(=O)c2cc1OC,6.0,-13,1,0.8,2.0,-1,-0.8,-5,2.4,9,-1.6
O=C(Nc1ccc(F)cc1)C1CCCN1S(=O)(=O)c1ccc(Br)cc1 (configuration not stated),-2.7,-9,0,-1.2,0.3,-4,-1.5,-3,0.1,-3,-1.0
CC(C)c1nc(SCC(=O)Nc2cccc(C(=O)O)c2)c2c3c(sc2n1)CCCC3,-0.8,-2,-5,0.7,0.2,1,-0.5,1,-1.0,-10,-0.8
CCN(CC(=O)NCc1ccc(F)cc1)S(=O)(=O)c1ccc(Cl)s1,-4.0,-8,-3,-2.4,-0.6,0,-1.2,-1,1.1,2,-0.9
COc1ccc2cc3cc(C(=O)NCc4ccco4)oc3nc2c1,-2.7,i,-1,-1.6,-0.3,6,0.2,-1,1.3,-2,-1.9
O=C1NC(=O)C2(COC(c3ccccc3Cl)OC2)S1 (configuration not stated),-2.2,-6,-2,-2.0,0.5,1,-0.2,-2,-0.5,1,-1.3
CN1CCN(C(=O)C2=C[C@@H](C3CCCCC3)C[C@@H](OCCCCO)O2)CC1,2.5,2,0,0.0,-1.0,-1,0.4,0,-0.4,2,-1.2
O=C(/C=C/c1ccc([N+](=O)[O-])cc1)c1cccnc1,0.9,1,-1,-0.5,-0.6,-2,-0.1,-4,-2.2,15,-1.4
CN(C/C(O)=C(\C#N)c1ccccc1)C1CCCCC1,-0.5,-2,4,0.2,0.3,-1,-0.6,-1,-0.7,10,-1.3
CCOc1ccc(NC(=O)NCCCCc2ccccc2)cc1,-0.6,9,-6,-0.8,-0.7,4,-1.0,2,1.4,-3,-1.5

Remaining list, next part
molecule,hgDAF12 agonist,ADAM10 inh,NPR2 activator,hcDAF12 agonist,DAX1 inh-1,GC-A act,DAX1 inh-2,SMARCA2 act,GAA850 FXN act,sPLA2-III inh,ssDAF-12 act
CC1=C(C(=O)OCc2ccccc2)C(c2ccc([N+](=O)[O-])cc2)NC(=O)N1CCCCCC(=O)O (configuration not stated),-1.5,5,-1,-1.7,0.8,1,-0.1,1,1.5,-3,-1.2
CCCCCn1c(SCc2ccncc2)nc2cc(C(=O)NCc3ccco3)ccc2c1=O,-0.5,1,0,-0.8,-1.2,9,-0.8,1,2.4,-11,-1.6
Cc1ncsc1C(=O)N1N=C2/C(=C/c3ccccc3)CCCC2C1c1ccccc1 (configuration not stated),-0.6,3,0,1.1,0.3,-3,0.0,-3,1.4,1,-1.1
O=C(NCc1n[nH]c(=S)n1-c1ccccc1)c1ccco1,1.5,-7,4,-1.1,-0.6,3,-0.2,0,0.7,4,-0.5
Cc1cc(=O)oc(C)c1C(=O)Nc1cnc2ccccc2c1,-1.1,-27,2,2.6,1.2,-1,-0.3,6,-1.6,1,-0.8
CC(=O)Nc1cccc(OCc2cnc(Cl)s2)c1,0.6,-13,2,-0.7,1.9,-1,-0.8,-3,-1.6,11,-1.8
CCOC(=O)Cn1c2ccccc2c2nc(C)sc21,2.6,4,4,-1.2,0.8,5,-0.6,-3,1.9,2,-1.2
COc1ccc(F)cc1C(=O)C1CCCN(Cc2ccc3c(c2)OCCO3)C1 (configuration not stated),-5.4,-40,-7,1.8,-0.4,4,0.1,0,3.3,-6,-1.1
CCOc1ccccc1CN1CCN(Cc2csc(C(C)=O)c2)CC1CCO (configuration not stated),-0.3,-1,-1,-0.4,-1.1,-2,-0.4,-3,0.1,4,-0.7
CC(NC(=O)c1ccc([N+](=O)[O-])o1)C12CC3CC(CC(C3)C1)C2 (configuration not stated),-1.6,-4,0,-1.8,0.1,-2,-0.2,-1,2.0,7,-1.2

A draw from above in order of count of non-hydrogen atoms, low to high:
molecule,hgDAF12 agonist,ADAM10 inh,NPR2 activator,hcDAF12 agonist,DAX1 inh-1,GC-A act,DAX1 inh-2,SMARCA2 act,GAA850 FXN act,sPLA2-III inh,ssDAF-12 act
CC(=O)Nc1cccc(OCc2cnc(Cl)s2)c1,0.6,-13,2,-0.7,1.9,-1,-0.8,-3,-1.6,11,-1.8
O=C(NCc1n[nH]c(=S)n1-c1ccccc1)c1ccco1,1.5,-7,4,-1.1,-0.6,3,-0.2,0,0.7,4,-0.5
Cc1cc(=O)oc(C)c1C(=O)Nc1cnc2ccccc2c1,-1.1,-27,2,2.6,1.2,-1,-0.3,6,-1.6,1,-0.8
CC1=C(C(=O)OCc2ccccc2)C(c2ccc([N+](=O)[O-])cc2)NC(=O)N1CCCCCC(=O)O (configuration not stated),-1.5,5,-1,-1.7,0.8,1,-0.1,1,1.5,-3,-1.2

(next part)
molecule,hgDAF12 agonist,ADAM10 inh,NPR2 activator,hcDAF12 agonist,DAX1 inh-1,GC-A act,DAX1 inh-2,SMARCA2 act,GAA850 FXN act,sPLA2-III inh,ssDAF-12 act
Cc1cc(C)n2nc(SC(C)C(=O)NCc3ccco3)nc2n1 (configuration not stated),-1.2,-6,2,-0.6,1.4,2,-0.3,-4,3.1,2,-0.4
COc1ccc(-c2c(C)sc(NC(=O)c3ccnn3C)c2C#N)cc1,-1.1,-18,1,-1.7,-0.2,2,-0.9,-1,0.6,5,-0.8
Cc1nnc(NC(=O)C(C)Sc2nnc(CCNC(=O)c3ccccc3F)n2C)s1 (configuration not stated),-2.2,-1,-3,-2.2,0.1,3,-0.2,-1,0.0,-1,0.1
C=CCOc1ccc(C(=O)NC2CCCCC2)cc1,10*,-4,5,4.4,0.8,4,1.4,4,3.5,0,-0.7
CCOC(=O)c1c(C)c(C(=O)NC2CCCCC2)c(C)n1CC,-0.9,-5,-2,0.6,0.7,0,-0.6,-1,-2.1,4,-0.7
CCc1nc2c(OCC(=O)C(C)(C)C)cccn2c1N(C)C(=O)c1cccs1,-2.3,-2,0,-1.0,nt,0,0.1,-3,2.1,1,-1.7
Cc1ccccc1OCC(=O)N1CCc2ccccc2C1,2.9,-1,-1,-1.4,-0.8,1,-0.1,0,3.1,-5,-0.4
COC(=O)c1sc(-c2ccccc2)cc1NC(=O)c1ccc(F)cc1,0.5,7,10,-0.9,1.2,6,0.3,3,2.0,3,-1.4
O=C1CCc2cc(S(=O)(=O)Nc3ccccc3F)ccc2N1,25*,-18,-3,0.2,-0.3,-9,-0.3,-2,-0.3,9,-1.9
COCCn1c(=S)[nH]c2ccc(N(C)C)cc2c1=O,-1.4,-182,-8,-1.6,2.1,-5,-1.0,-1,-0.2,7,-1.8

(continued)
molecule,hgDAF12 agonist,ADAM10 inh,NPR2 activator,hcDAF12 agonist,DAX1 inh-1,GC-A act,DAX1 inh-2,SMARCA2 act,GAA850 FXN act,sPLA2-III inh,ssDAF-12 act
C#CCN1[C@@H]2CCN(C2)c2cc(Br)ccc2S1(=O)=O,2.4,-3,-4,-1.0,0.9,-3,-0.5,-6,-0.4,4,-0.6
Cc1ccc(S(=O)(=O)N2CCCC(C(=O)NCc3ccco3)C2)cc1Cl (configuration not stated),4.4,-3,6,-3.1,-0.3,3,-0.2,0,-0.8,-12,-2.1
COc1ccc(Cl)cc1NC(=O)c1nc2nc(C)cc(C(F)F)n2n1,6.0,-9,4,-0.5,-0.1,1,0.8,-1,-0.3,1,-1.3
CC1CCCCC12NC(=O)N(CC(=O)N1CCN(c3ncccn3)CC1)C2=O (configuration not stated),-0.1,-11,5,-0.8,0.2,0,0.8,-1,-0.1,-5,-1.0
O=C1/C(=C/c2cccc(F)c2)SC(=S)N1NS(=O)(=O)c1ccccc1,0.6,12,-5,-0.7,1.6,-2,-0.1,-3,-0.4,-3,-0.8
COc1ccc(CC(=O)NNC(=O)COc2ccc(Br)cc2C)cc1OC,-3.0,0,-4,-1.1,1.1,-1,-0.7,-4,0.9,-10,-1.4
O=C(OCC(=O)N1CCCCCC1)c1ccc(F)cc1F,0.4,-2,0,0.5,2.6,2,1.7,7,4.2,0,-1.1
CN1C(=O)c2ccccc2C(C(=O)O)C1c1cccc([N+](=O)[O-])c1 (configuration not stated),-2.3,1,-1,1.4,1.5,-1,-0.2,1,0.9,0,-1.4
Cc1cc(Cl)ccc1C(O)c1ncc(-c2ccccc2Cl)[nH]1 (configuration not stated),-0.6,1,-4,-1.0,nt,-5,0.5,-3,-0.9,-5,-1.8
O=C(N/N=C/C=C/c1ccc([N+](=O)[O-])cc1)C1COc2ccccc2O1 (configuration not stated),1.2,2,-5,1.1,-1.4,5,-0.3,-1,1.1,-7,-1.2

New compounds follow:
molecule,hgDAF12 agonist,ADAM10 inh,NPR2 activator,hcDAF12 agonist,DAX1 inh-1,GC-A act,DAX1 inh-2,SMARCA2 act,GAA850 FXN act,sPLA2-III inh,ssDAF-12 act
CCOC(=O)c1nn(-c2ccccc2)c(C)c1C(C)=O,-2.2,-5,-5,-0.8,-0.8,1,-0.6,-4,-1.5,13,-1.2
CC1=C(C(=O)N2CCOCC2)CC(CC(=O)NCc2cccs2)C(=O)N1CCCN1CCCC1=O (configuration not stated),-1.9,-14,-1,0.0,nt,2,0.0,-5,nt,9,-1.8
Cc1cccc(C)c1NC(=O)Cn1nnc(C(=O)Nc2ccc(F)cc2F)c1N,-1.8,4,2,1.5,0.4,3,0.2,0,1.3,2,-1.1
Nc1ncc(Br)cc1S(=O)(=O)NCCC(=O)NC1CCCCC1,1.8,-24,4,0.8,0.9,-1,-0.1,0,-1.9,-6,-1.2
CC(CCc1ccccc1)NC(=O)c1ccco1 (configuration not stated),0.3,5,-5,-1.0,2.0,1,-0.3,-2,0.7,4,-0.8
O=C(c1cnn(-c2cccc(F)c2)c1)c1ccccc1O,15*,0,4,3.4,5.0*,5,2.2,2,-0.6,-11,0.6
CC(C)CSc1nc(N)nc2c1ncn2C1OC(CO)C(O)C1O (configuration not stated),0.6,-8,-5,-1.1,1.4,-4,0.6,5,-2.0,-4,-1.2
O=c1[nH]c(=S)[nH]c2scc(-c3ccc(Br)cc3)c12,0.3,12,-1,0.1,-2.1,3,-0.2,-2,1.1,4,-1.5
